G6PDH counter – L. mesenteroides G6PDH inhibition counter-screen; 200,000 tested, 0.12% active; inhibition, % at 5 µM; Purified L. mesenteroides G6PDH, diaphorase/resazurin coupled fluorescence, 45 min; in the data active means inhibition above about 50%
FLuc inhib CS – Photinus pyralis luciferase inhibition counter-screen | P08659 | ATPLite firefly luciferase biochemical luminescence, 10 min | inhibition, % at 10 µM | 200,000 tested, 1.5% active | AID 1006;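 active means inhibition above about 50% when tested at 10 µM, limit read from the data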
Target sequence (P08659 whole entry, looked up): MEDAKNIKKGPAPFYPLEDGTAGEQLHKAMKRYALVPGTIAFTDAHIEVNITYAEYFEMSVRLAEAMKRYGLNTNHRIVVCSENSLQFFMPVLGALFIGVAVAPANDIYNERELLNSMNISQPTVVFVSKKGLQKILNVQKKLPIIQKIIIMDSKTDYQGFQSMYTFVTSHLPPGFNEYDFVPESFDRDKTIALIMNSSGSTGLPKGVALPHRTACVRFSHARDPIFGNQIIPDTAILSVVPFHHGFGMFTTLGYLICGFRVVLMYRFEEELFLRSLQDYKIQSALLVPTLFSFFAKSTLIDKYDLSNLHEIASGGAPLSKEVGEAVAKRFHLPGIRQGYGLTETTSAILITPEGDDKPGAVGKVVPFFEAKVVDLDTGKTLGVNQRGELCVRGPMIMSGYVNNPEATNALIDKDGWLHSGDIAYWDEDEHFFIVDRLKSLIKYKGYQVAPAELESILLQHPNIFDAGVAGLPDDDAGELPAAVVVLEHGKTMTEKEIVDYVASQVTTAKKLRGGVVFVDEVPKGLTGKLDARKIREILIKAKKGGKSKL
APP 5'UTR act – APP 5'UTR luciferase reporter activation | SH-SY5Y APP 5'UTR luciferase reporter, luminescence; zero percent = DMSO vehicle wells | activation, % at 2 µM | 190,000 tested, 1% active;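 active means activation above a set limit, based on mean plus 3 SD of controls, cut at about 140% in these data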; further: values of inactives mirror those of a sister screen read the other way
NF-kB neuron act – compounds increasing NF-kB expression in human neuronal cells; NF-kB reporter expression; stronger effect = higher value; fold change at 12.5 µM; 190,000 tested, 1.6% active; in the data active means fold change above about 3.3
Hsp70 activator – switches on Hsp70 transcription | HeLa Hsp70 promoter luciferase reporter, luminescence; scaled: vehicle 0, proteasome-inhibitor control 100% | activation, % at 10 µM | 200,000 tested, 0.04% active | AID 1203;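 active means activation above the mean across all tested compounds plus 3 SD, cutoff set per campaign, cut at about 5.5% in these data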;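 further: 100% = MG132 at 30 µM as the positive control and 0% = DMSO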
DTT redox prof – compounds producing H2O2 with reducing agent – biochemical, NIH compound library profiling, artefact control for MLSCN library redox annotation, primary screen | activation, % at 10 µM | 200,000 tested, 0.03% active | AID 878 | DTT-dependent redox cycling H2O2, phenol red/HRP absorbance; 100% = 100 µM peroxide control, 0% = buffer;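 active means activation of at least 50% relative to the plate's high and low controls in the primary single-dose screen; inactive means activation below 50%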;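 further: compound incubated with DTT at 0.8 mM final as the reducing agent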
FLuc stim CS – affects firefly luciferase, flagging false hits in luciferase stimulation screens | P08659 | activation factor at 10 µM | 200,000 tested, under 10 active | ATPlite luciferase biochemical, luminescence, 10 min; 0 = ATP-free wells, 1 = DMSO control;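 active means luciferase activation factor, scaled between plate controls, of at least 2 with compound at 10 µM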
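test system = cell-free luciferase reagent | medium = PBS as buffer for the ATP substrate | dosing = test compounds dosed from 2 mM stocks in 100% DMSO | incubation = 10 min at ambient temperature | detection = luminescence measurement of luciferase light output | benchmarks = low control with PBS replacing ATP, high control enzyme plus ATP without compound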
Efa HMGR inh – blocks class II HMG-CoA reductase of Enterococcus faecalis; 190,000 tested, 0.41% active; inhibition, % at 10 µM; purified E. faecalis HMGR, NADPH absorbance 340 nm kinetic;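 active means inhibition above a set limit, the median over all tested compounds plus 3 SD, cut at about 9.5% in these data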;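 further: enzyme runs in reverse so mevalonate oxidation gives rising NADPH absorbance; 0% = complete reaction with DMSO and 100% = background rate lacking mevalonate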
STAT1 activator – activators of IFN-gamma induced STAT1 signaling. NIH 3T3 STAT1-luciferase reporter, luminescence; 100% = IFN-gamma alone, no compound. activation (% of control), % at 5.5 µM. 200,000 tested, 2.6% active;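 active means activation above the screen-wide mean activation plus 3 SD, cut at about 130% in these data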;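 further: raw ratio to IFN-gamma control signal so 100% means no change and 0% no light; values of inactives mirror those of a sister screen read the other way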
APP 5UTR inh – APP translation inhibition | SH-SY5Y APP 5'UTR-luciferase reporter, luminescence | inhibition, % at 2 µM | 190,000 tested, 0.82% active | AID 1285;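 active means inhibition above a set limit, derived from the sample mean plus 3 SD, cut at about 45% in these data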; further: values of inactives mirror those of a sister screen read the other way
* hit, by the source's call; x = not tested or not shown.

SMILES | G6PDH counter | FLuc inhib CS | APP 5'UTR act | NF-kB neuron act | Hsp70 activator | DTT redox prof | FLuc stim CS | Efa HMGR inh | STAT1 activator | APP 5UTR inh
O=C(CCCCCn1c(=S)[nH]c2ccc(N3CCOCC3)cc2c1=O)NCc1ccc2c(c1)OCO2 | -3.3 | -5.9 | 20.5 | 1.13 | -0.5 | 0.0 | 1.1 | -0.3 | 107.0 | -20.5
CCOC(=O)c1ccc(NC(=S)NC2CC(C)(C)NC(C)(C)C2)cc1 | 6.8 | -1.7 | 16.1 | 1.06 | 0.3 | -3.2 | 1 | 4.0 | 96.5 | -16.1
O=C1CCC(C(=O)Nc2ccccc2)N1 (configuration not stated) | 4.7 | -4.1 | -0.8 | 1.27 | -0.2 | -0.5 | 1 | -3.5 | 105.6 | 0.8
COc1ccc(NC(=S)N(CCCN2CCCC2)Cc2cccn2Cc2ccc(Cl)cc2)cc1Cl | -8.8 | -9.5 | -10.0 | 0.75 | 0.1 | 1.0 | 1.1 | -7.7 | 97.3 | 10.0
Cc1cc(=O)n2c(C)n[nH]c2n1 | 8.8 | -8.8 | 7.2 | 1.18 | -0.2 | 2.2 | 1.1 | -9.6 | 107.2 | -7.2
Cc1ccc(NC(=S)Nc2cc(C(=O)O)ccc2N2CC3CC(C2)c2cccc(=O)n2C3)cc1C (configuration not stated) | 4.3 | -4.2 | -2.5 | 1.3 | 0.0 | -1.1 | 1 | -0.5 | 107.1 | 2.5
O=C(CCc1c[nH]c2ccccc12)N/N=C/c1ccc2c(c1)OCO2 | 1.4 | -0.5 | 13.6 | 1.2 | 0.0 | -1.1 | 1 | -3.4 | 117.9 | -13.6
COc1ccc(C2N(S(=O)(=O)c3ccc(C)cc3)CCN2S(=O)(=O)c2ccc(C)cc2)cc1 | 9.2 | -6.6 | -8.6 | 0.91 | -0.1 | 0.3 | 1.1 | -1.6 | 104.1 | 8.6
O=C(/C=C/c1cccs1)NCc1cccnc1 | -0.3 | -4.3 | -2.4 | 1.11 | -0.3 | 0.3 | 1 | -7.5 | 101.0 | 2.4
CN1C(=O)c2ccccc2N(C)C1c1ccc2c(c1)OCO2 (configuration not stated) | 0.1 | -3.5 | 1.9 | 1.05 | -0.2 | 0.4 | 1 | -1.3 | 97.0 | -1.9
O=C(NC1CCCCC1)N(Cc1cc2cc3c(cc2[nH]c1=O)OCCO3)C1CCCCC1 | 0.4 | -0.8 | 20.7 | 1.5 | -0.2 | 0.2 | 1 | -3.3 | 98.6 | -20.7
CCCCNC(=O)C1CCN(c2nc(C)cc(C)n2)CC1 | 13.2 | -1.6 | 1.7 | 1.03 | 0.1 | 0.2 | 1 | 3.3 | 98.9 | -1.7
CSc1ccccc1NC(=O)COc1ccc(S(=O)(=O)N2CCCC2)cc1 | 8.8 | -2.2 | -12.9 | 0.91 | 0.5 | 2.5 | 1 | 0.1 | 97.1 | 12.9
COCCNc1c2c(c(C#N)c3nc4ccccc4n13)CCCC2 | 11.0 | 4.0 | 9.1 | 0.9 | -0.3 | -0.3 | 1 | -1.4 | 100.5 | -9.1
Cc1ccc(N2C(=O)c3ccccc3C2=O)cc1Cl | -0.9 | 2.4 | 9.9 | 1.87 | -0.2 | 0.9 | 1 | -2.7 | 120.6 | -9.9
Oc1ccc(N=Cc2cc(Br)c(N3CCOCC3)o2)cc1 | 6.3 | -5.9 | 4.2 | 1.38 | 0.3 | 0.2 | 1.1 | -3.6 | 109.0 | -4.2
NC(=O)c1nnn(-c2ccccc2)c1N | 15.1 | -2.0 | -7.0 | 1.03 | -0.3 | -0.7 | 1 | 0.4 | 92.6 | 7.0
CCCC(C)NC(=O)c1cccc(Oc2ccccc2)c1 (configuration not stated) | 19.4 | 6.3 | 15.0 | 1.53 | -0.3 | 0.1 | 0.9 | -4.3 | 118.8 | -15.0
c1ccc(-c2nn3c(C4CCCCC4)nnc3s2)cc1 | 3.2 | -7.1 | 6.5 | 1.25 | 0.0 | -0.4 | 1.1 | 1.3 | 98.9 | -6.5
CN(C)CCNC(=O)c1cc(Sc2ccc(F)cc2)nc2ccccc12 | 9.2 | 0.4 | -0.9 | 0.96 | -0.1 | -0.7 | 1 | -6.3 | 92.1 | 0.9
CCC(C)c1ccc(O)c(NC(=S)NC(=O)c2cccnc2)c1 (configuration not stated) | 5.6 | 11.9 | 6.5 | x | 0.3 | -0.7 | 0.9 | -0.6 | 103.5 | -6.5
CN(C)c1ccc(-c2nnn(CC(=O)N3c4ccccc4CCc4ccccc43)n2)cc1 | 1.4 | -4.9 | -5.2 | 0.44 | -0.2 | 2.8 | 1 | -6.1 | 104.0 | 5.2
O=C(Nc1ccc(S(=O)(=O)Nc2nccs2)cc1)c1cccc(N2C(=O)c3ccccc3C2=O)c1 | 8.4 | -3.2 | 29.8 | 1.2 | 0.0 | -1.4 | 1 | -0.1 | 105.0 | -29.8
CCCN(CCC(=O)Nc1ccccc1F)CC1CC1 | 0.7 | 0.4 | 13.9 | 1 | -0.1 | -0.4 | 1 | -1.9 | 101.4 | -13.9
Clc1nssc1=Nc1ccc(Br)cc1 | -0.4 | 0.9 | 0.0 | 1.26 | -0.3 | 0.0 | 1 | 4.6 | 97.4 | 0.0
CSc1ccccc1NC(=O)Cc1ccccc1 | 7.4 | -10.2 | 0.8 | 0.97 | -0.3 | -0.5 | 1.1 | -4.5 | 100.9 | -0.8
O=C(CSCc1ccccc1Cl)NNC(=O)c1ccccc1 | 3.9 | -1.1 | -3.0 | 1.04 | 0.1 | 2.2 | 1 | -4.9 | 101.0 | 3.0
COc1ccc(CCNc2nnc(Sc3nnnn3-c3ccccc3)s2)cc1OC | -31.3 | -5.9 | -93.9 | 3.74* | 1.0 | -1.3 | 1.1 | -2.6 | 92.8 | 93.9*
CN1CCN(CC(=O)N(Cc2c(C#N)c3ccccc3n2C)c2ccccc2)CC1 | 9.0 | -4.3 | x | 0.9 | -0.1 | 1.9 | 1 | 2.5 | 102.7 | -13.1
Cn1c(CN2CCOCC2)nnc1SCC(N)=O | 1.2 | -1.7 | 3.0 | 0.88 | -0.2 | 1.3 | 1 | -7.7 | 100.4 | -3.0
O=C(NCCN1CCNCC1)c1ccccn1 | 6.6 | -3.7 | 2.4 | 1.36 | -0.2 | -0.2 | 1 | x | 104.6 | -2.4
COc1ccc(CCN(C)C(=O)C2CCN(Cc3ccccc3)CC2)cc1OC | 11.8 | -6.2 | -5.8 | 1.06 | -0.2 | -0.1 | 1.1 | -5.0 | 96.2 | 5.8
O=C(CCn1cnc2ccccc2c1=O)Nc1ccc(S(=O)(=O)N2CCCCC2)cc1 | -2.0 | -1.0 | -2.3 | 0.93 | -0.3 | 2.4 | 1 | -1.9 | 100.5 | 2.3
O=C(NCCCN1CCN(c2ccccc2F)CC1)C1CCN(S(=O)(=O)N2CCOCC2)CC1 | -4.1 | -2.3 | -10.9 | 1 | 0.0 | 2.7 | 1 | 3.0 | 86.6 | 10.9
CC(NC(=O)c1ccccc1F)c1nnc(SCC(=O)N2CCN(c3ccccc3)CC2)n1C (configuration not stated) | -1.5 | -1.4 | -5.2 | 1.18 | -0.2 | -0.3 | 1 | 0.0 | 99.4 | 5.2
Cn1c(=O)n(C)c2cc([N+](=O)[O-])c(N3CCN(S(=O)(=O)c4ccccc4)CC3)cc21 | -23.4 | -9.9 | -5.5 | 0.9 | -0.3 | -0.2 | 1.1 | -7.1 | 85.8 | 5.5
C/C(=N\NC(=O)c1cc2c(s1)CCC(C)C2)c1cccnc1 (configuration not stated) | -2.4 | 11.4 | -21.1 | 1.28 | -0.3 | -0.6 | 0.9 | 0.8 | 106.9 | 21.1
O=C(O)C(Cc1ccccc1)N=Cc1c(O)c2ccccc2oc1=O (configuration not stated) | 7.4 | -1.8 | -15.2 | 0.98 | 0.4 | 0.1 | 1 | -2.8 | 62.8 | 15.2
CC(=O)N1CCc2cc(Br)cc(S(=O)(=O)CCC(=O)Nc3c(C)n(C)n(-c4ccccc4)c3=O)c21 | 9.4 | 1.6 | -11.2 | 0.95 | -0.4 | -1.2 | 1 | -3.3 | 106.2 | 11.2
O=C(NCc1ccco1)c1cnn2cccnc12 | 4.7 | -4.2 | -1.6 | 1.06 | -0.1 | 0.2 | 1 | -9.1 | 101.7 | 1.6

Of the compounds above, these have a thiophene ring, fused or not.
SMILES | G6PDH counter | FLuc inhib CS | APP 5'UTR act | NF-kB neuron act | Hsp70 activator | DTT redox prof | FLuc stim CS | Efa HMGR inh | STAT1 activator | APP 5UTR inh
O=C(/C=C/c1cccs1)NCc1cccnc1 | -0.3 | -4.3 | -2.4 | 1.11 | -0.3 | 0.3 | 1 | -7.5 | 101.0 | 2.4
C/C(=N\NC(=O)c1cc2c(s1)CCC(C)C2)c1cccnc1 (configuration not stated) | -2.4 | 11.4 | -21.1 | 1.28 | -0.3 | -0.6 | 0.9 | 0.8 | 106.9 | 21.1

The list goes on:
SMILES | G6PDH counter | FLuc inhib CS | APP 5'UTR act | NF-kB neuron act | Hsp70 activator | DTT redox prof | FLuc stim CS | Efa HMGR inh | STAT1 activator | APP 5UTR inh
Nn1c(SCC(=O)Nc2cc(S(=O)(=O)N3CCOCC3)ccc2Cl)nnc1-c1cccnc1 | 8.9 | -5.4 | -0.3 | 0.95 | -0.2 | -0.4 | 1.1 | -0.3 | 95.7 | 0.3
C[C@@H]1C=C(C(=O)N2CCN(Cc3ccc4c(c3)OCO4)CC2)O[C@H](OCCCCO)C1 | -0.9 | 1.7 | -11.8 | 1.33 | -0.1 | -1.4 | 1 | -0.2 | 91.1 | 11.8
c1ccc(-n2ncc3c2ncn2nnnc32)cc1 | 2.3 | -5.0 | 7.8 | 1.1 | -0.2 | 0.4 | 1.1 | -0.1 | 98.4 | -7.8
CCOc1ccc(S(=O)(=O)n2cc(F)c(=O)[nH]c2=O)cc1 | 18.4 | -0.3 | -3.7 | 0.87 | -0.2 | -0.9 | 1 | 0.3 | 97.8 | 3.7
Cn1c(CNc2ccccc2)cc(=O)n(C)c1=O | 9.2 | -3.2 | 8.8 | 1.17 | -0.3 | 0.5 | 1 | -1.5 | 98.7 | -8.8
O=C1N(Cc2cccnc2)C[C@@H]2C[C@@H](c3cccc(OC4CCCC4)c3)N3CCC[C@@]123 | 9.8 | -0.5 | -15.5 | 1.08 | -0.2 | 0.7 | 1 | -4.8 | 106.7 | 15.5
O=C(NC(=S)Nc1nc(-c2ccc(Cl)cc2)cs1)c1cccs1 | 4.7 | -6.6 | 10.7 | 1.2 | -0.4 | 0.7 | 1.1 | -4.2 | 107.1 | -10.7
COc1ccc(-c2nnn(CC(=O)N(CC(=O)NC3CCCC3)c3cccc(C)c3)n2)cc1OC | 2.0 | -6.9 | 15.9 | 0.9 | -0.6 | -0.7 | 1.1 | 0.0 | 99.4 | -15.9
c1ccc(-c2ccccc2-n2cnnn2)cc1 | 12.0 | -9.3 | 46.4 | 1.1 | 0.1 | -0.1 | 1.1 | -1.4 | 108.7 | -18.0
CC(=O)NC(c1ccc(Cl)cc1)c1c(O)ccc2ccc(O)cc12 (configuration not stated) | 54.1* | -7.0 | -18.5 | 0.67 | -0.2 | -1.5 | 1.1 | 1.9 | 130.5* | 18.5
CCOC(=O)/C(C(N)=NCc1ccco1)=C(/O)c1ccccc1 | 0.2 | -5.7 | 24.3 | 0.73 | -0.1 | -2.8 | 1.1 | -2.5 | 100.5 | -24.3
Oc1c(Br)cc(C2N=C(c3ccccc3Cl)NO2)cc1Br (configuration not stated) | 4.9 | 2.0 | 1.7 | 1.16 | -0.5 | 0.8 | 1 | 0.2 | 102.9 | -1.7
